# Source: PubChem BioAssay
# CDK5 inh – inhibitors of human CDK5/p35 kinase; Recombinant CDK5/p35, ADP-Glo luminescence, 60 min; inhibition, % at 10 µM; 330,000 compounds, 0.01% hits; AID 488839;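 active = highest replicate inhibition of at least 50% and at least 75% of replicates reaching 50%; inconclusive = only one of the two criteria met; inactive = both criteria failed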;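 note: plate controls were DMSO neutral control for no effect and GW8510 at 10 µM for full effect; many of its hits are not listed in these tables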
# PvdQ inh – P. aeruginosa PvdQ acylase inhibition; 340,000 compounds, 0.063% hits; inhibition, % at 10 µM; AID 488965; purified PvdQ acylase, fluorescence plate reader; in the data active = inhibition above about 30%, passing the limit was not always enough; inconclusive = no clear call, values can overlap the other calls;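 note: 0% = vehicle neutral wells and 100% = reference inhibitor wells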
# RTF Ca sens inh – cardiac RTF calcium desensitization; P19429+P45379; IANBD-labeled cardiac RTF, Ca2+ fluorescence; inhibition, % at 7.15 µM; 340,000 compounds, 0.12% hits; AID 493244;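 active = inhibition above the mean inhibition of all tested compounds plus 3 SD, cut at about 17% in these data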;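 note: assay run at fixed EC70 calcium of 1.6 mM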
# SUMO Mot1 rescue – SUMOylation pathway inhibition by Mot1-301 growth rescue | growth rescue, % at 18.8 µM | AID 2716 | S. cerevisiae Mot1-301 growth rescue, ATP luminescence, 38.5C; percent above DMSO median, 100 means doubled | 320,000 compounds, 1% hits;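 active = every valid replicate shows activation above 250% relative to neutral control wells; inactive = the rest, any valid replicate at or below 250%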;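 note: OY570 slx delta 5 strain wells were the positive control but not used for scaling; some compounds called inactive have numbers as strong as hits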
# Rtt109 HAT inh – C. albicans Rtt109 histone acetyltransferase inhibition; inhibition, % at 34.9 µM; 330,000 compounds, 0.16% hits; purified Rtt109/Vps75, ThioGlo CoA-SH fluorescence, 4 h; AID 540336; Q5AAJ8;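 active = inhibition of at least 50% in every replicate; inconclusive = best replicate reaches 50% inhibition but some replicates fall short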
# Target sequence (Q5AAJ8 whole entry, looked up): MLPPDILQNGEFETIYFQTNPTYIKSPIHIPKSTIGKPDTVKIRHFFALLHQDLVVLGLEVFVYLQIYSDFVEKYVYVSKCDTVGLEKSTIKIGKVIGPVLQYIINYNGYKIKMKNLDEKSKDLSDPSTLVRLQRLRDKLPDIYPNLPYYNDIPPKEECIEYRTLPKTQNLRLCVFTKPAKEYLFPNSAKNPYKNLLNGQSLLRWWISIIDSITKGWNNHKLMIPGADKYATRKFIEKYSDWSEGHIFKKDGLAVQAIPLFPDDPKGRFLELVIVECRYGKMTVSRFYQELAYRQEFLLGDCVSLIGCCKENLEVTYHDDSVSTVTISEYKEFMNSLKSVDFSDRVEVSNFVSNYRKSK
# C-LANA FP – blocks KSHV LANA C-terminal domain binding to DNA | MBP-C-LANA/FAM-LBS DNA binding, fluorescence polarization | inhibition, % at 9 µM | 340,000 compounds, 0.078% hits | AID 504423;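 active = highest replicate inhibition at or above 60% at 9 µM, even if other replicates fall short; inactive = all replicates below 60% inhibition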;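 note: 0% = neutral control wells and 100% = 4 µM acridine orange control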
# cardiac RTF act – increases calcium sensitivity of human cardiac regulated thin filaments. P19429+P45379. activation, % at 7.2 µM. IANBD-labeled TnC RTF fluorescence at EC20 calcium; 0% EC20 calcium, 100% full calcium. AID 493008. 340,000 compounds, 0.24% hits;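 active = activation above the mean over all tested compounds plus 3 SD, cut at about 30% in these data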;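 note: rise in fluorescence read as greater calcium sensitivity of cardiac thin filaments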
# PfHsp90 yeast 2 – reduces growth (ATP signal) of yeast expressing P. falciparum Hsp90. inhibition, % at 9.4 µM. S. cerevisiae expressing PfHsp90, BacTiter-Glo ATP, 48 h; yeast lacking PDR1 and PDR3 efflux regulators. 310,000 compounds, 0.32% hits. AID 504621;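 active = every replicate shows inhibition above about 80%, whatever the replicate mean, limit read from the data; inconclusive = mean inhibition reaches the set limit but some replicate falls short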;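 note: 0% = DMSO neutral controls and 100% = 20 µM radicicol positive controls; yeast relying on Plasmodium falciparum Hsp90 in place of its own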
# NSD2 inh – blocks human histone methyltransferase NSD2; 310,000 compounds, 0.54% hits; AID 743445; NSD2 peptide methylation, AlphaScreen, 120 min; O96028; inhibition, % at 12.5 µM; in the data active = inhibition above about 50%
# Keap1-Nrf2 PPI – inhibitors of human Keap1-Nrf2 protein-protein interaction; Q14145; Keap1 Kelch-Nrf2 peptide fluorescence polarization, 1536-well; inhibition, % at 9.4 µM; 340,000 compounds, 0.15% hits; AID 504523; in the data active = inhibition above about 12%; inconclusive = no clear call, values can overlap the other calls; inactive = below about 7.3%;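 note: human Keap1 Kelch domain with fluorescein labeled Nrf2 9mer peptide probe; 0% = neutral control wells and 100% = peptide positive control; higher means more block of Keap1 binding to Nrf2 peptide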
# dFosB activator – activators of mouse delta FosB homodimer. P13346. purified delta FosB, TAMRA-CDK5 oligo fluorescence polarization; percent of positive-control signal above neutral wells. activation, % at 25 µM. 340,000 compounds, 0.99% hits. AID 493131;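 active = mean activation above about 17%, with every replicate also reaching it, limit read from the data, passing the limit was not always enough; inconclusive = only one of the two conditions met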;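 note: fluorescence polarization rise as delta FosB binds a TAMRA Cdk5 AP-1 oligo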
# Target sequence (P13346 whole entry, looked up): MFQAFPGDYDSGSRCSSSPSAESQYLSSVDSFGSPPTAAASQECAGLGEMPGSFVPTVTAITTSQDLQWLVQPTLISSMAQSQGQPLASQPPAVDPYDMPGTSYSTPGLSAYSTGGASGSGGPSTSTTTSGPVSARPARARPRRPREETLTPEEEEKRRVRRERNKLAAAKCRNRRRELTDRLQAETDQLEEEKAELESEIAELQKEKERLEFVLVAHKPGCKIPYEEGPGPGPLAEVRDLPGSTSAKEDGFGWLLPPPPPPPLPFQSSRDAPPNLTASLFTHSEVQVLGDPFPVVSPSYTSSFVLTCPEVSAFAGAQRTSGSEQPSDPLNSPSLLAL
# * = called active by the depositor; ? = inconclusive; / = no result given.
SMILES,CDK5 inh,PvdQ inh,RTF Ca sens inh,SUMO Mot1 rescue,Rtt109 HAT inh,C-LANA FP,cardiac RTF act,PfHsp90 yeast 2,NSD2 inh,Keap1-Nrf2 PPI,dFosB activator
O=C(O)c1c(Cl)c(Cl)c(Cl)c(Cl)c1C(=O)N1CCCCCC1,0.4,-9,-14,-1,-1,/,8,/,4,/,-6
Cc1ccccc1N(C(=O)c1ccccn1)C(C(=O)NCc1ccccc1)c1ccncc1 (centres undefined),0.8,8,-3,-20,13,0.6,-5,-4,1,-4,0
Cc1nc2ccccc2c2oc(C(=O)NC3CC3)cc12,0.8,-5,-9,-15,-8,0.2,2,11,/,-2,-40
Cc1ccc(C(=O)NC(NCC2CCCO2)C(Cl)(Cl)Cl)cc1 (centres undefined),-1.0,3,-8,-21,7,-1.1,6,-12,/,10,-3
CCOC(=O)c1oc2ccccc2c1NC(=O)CN1CCN(C)CC1,-0.8,-5,1,-10,-2,-0.2,-5,-6,17,-1,-3
O=C(NCC(=O)N1CCN(c2ccccc2O)CC1)c1ccco1,0.6,15,0,-5,3,0.0,-1,0,-4,-6,-5
Cc1ccc(NC(=O)c2ccc3nc[nH]c3c2)cc1C,-0.7,8,14,-2,5,-2.5,-3,-9,-5,-3,-4
COC(=O)c1ccccc1NC(=S)NC(NC(=O)c1ccco1)C(Cl)(Cl)Cl (centres undefined),-1.2,-8,-6,-7,17,0.5,0,-18,3,2,-17
Clc1cccc(N/N=C/c2ccc(N3CCOCC3)cc2)c1,0.7,-9,-6,326*,0,-1.0,-6,-23,-4,-4,-13
c1ccc(-c2ccc(CNC3CC3)cc2)cc1,0.9,10,-2,2,2,-1.6,-4,-3,35,2,4
CC1CCN(S(=O)(=O)c2ccc(C(=O)Nc3nnc(-c4ccncc4)o3)cc2)CC1,-2.0,9,8,-1,-1,1.2,-6,-4,-1,-1,1
COc1ccc(Cc2nc3ccc(C(=O)N(C)Cc4nccs4)cc3o2)cc1OC,-0.5,-3,-6,/,0,-0.8,3,18,2,0,-1
COc1ccccc1N1CCN(S(=O)(=O)c2c(C)[nH]c(C)c2C(=O)N2CCCCC2)CC1,-0.5,-10,-7,20,0,-0.2,2,-6,0,-1,-7
O=C(NNC(=O)c1ccccc1[N+](=O)[O-])c1cnccn1,1.0,-17,-5,-4,-1,-1.6,2,24,-1,-2,5
CCOc1ncccc1C(=O)NNC(=O)c1ccc(NS(=O)(=O)c2cccs2)cc1,0.3,12,1,1,4,1.5,3,-25,2,-4,2
Cc1cccc(C(=O)N[C@H](C(=O)NCCc2ccc(S(N)(=O)=O)cc2)C(C)C)c1,-0.4,-16,7,-9,-11,-0.5,-3,-19,0,-5,0
CN(C)CCOC(=O)NCC12CC3CC(CC(C3)C1)C2,-0.9,0,-1,40,-9,-0.7,-1,3,2,-2,1
N#CCCn1cc(C=C(C#N)C#N)c(-c2ccc(-c3ccccc3)cc2)n1,-0.5,-8,-11,27,-8,2.8,1,-7,0,0,1
COC(=O)CCC(=O)NS(=O)(=O)c1ccc(N=NN2CCOCC2)cc1,1.4,-6,6,/,3,0.5,8,7,-2,-1,-3
O=S(=O)(NCC(c1ccco1)N1CCc2ccccc2C1)c1ccc(F)cc1 (centres undefined),0.0,-10,-9,-3,10,0.3,-12,-19,0,1,1
O=S(=O)(c1ccccc1C(F)(F)F)N1CCN(CC(O)COc2ccccc2F)CC1 (centres undefined),-1.8,0,1,-10,-10,1.4,-2,10,3,-5,0
Cc1ccc(N(CC(=O)O)C2SC(=O)NC2=O)cc1 (centres undefined),0.0,2,-7,-19,0,-0.5,-3,-9,1,-2,-1
COCc1cc(Sc2ccc(OC)cc2)nc(-c2ccccc2)n1,0.3,1,-4,57,-3,0.2,-7,0,13,0,-1
Cc1ccc(S(=O)(=O)Nc2cccc3c2O[C@H](CN(C)C(=O)Nc2cccc4ccccc24)[C@H](C)CN([C@H](C)CO)C3=O)cc1,0.3,10,0,-1,12,2.3,-4,6,/,-5,-2
COc1ccc(C)cc1NC(=O)COC(=O)c1ccc2c(c1)OCCO2,0.9,-19,-3,-3,1,0.5,3,-8,43,0,1
# Additional compounds.
SMILES,CDK5 inh,PvdQ inh,RTF Ca sens inh,SUMO Mot1 rescue,Rtt109 HAT inh,C-LANA FP,cardiac RTF act,PfHsp90 yeast 2,NSD2 inh,Keap1-Nrf2 PPI,dFosB activator
O=C(Nc1nc(-c2ccccn2)cs1)C1CCCC1,1.3,-9,7,-2,-6,3.2,-2,-5,9,0,2
COc1ccc(C(=O)NNC(=O)c2ccccc2[N+](=O)[O-])cc1Br,-1.3,-18,-13,-9,-1,0.5,2,-8,-3,1,-4
Cc1cc(N2C(=O)C(O)=C(C(=O)c3ccco3)C2c2cccc(Oc3ccccc3)c2)no1 (centres undefined),/,6,-3,193,26,-0.4,-5,8,10,5,-4
CCc1ccccc1NC(=O)Nc1ccc(F)cc1F,-0.7,9,-3,128,6,-0.4,5,14,0,6,?
C=CCn1c(SCn2nnc3ccccc3c2=O)nnc1-c1ccc(F)cc1,0.8,-6,-6,-22,7,0.5,2,-12,/,-1,-9
CC1=C/C(=N\N=C2\NC(=O)C(CC(=O)Nc3ccccc3)S2)CC(C)(C)C1 (centres undefined),0.2,-7,3,-2,-7,0.1,-9,-7,0,1,-15
OCC1(Cc2ccccc2)CCCN(Cc2ccc(-c3ccco3)cc2)C1 (centres undefined),-1.8,-12,-4,-11,8,-3.4,1,/,1,-15,4
OCCN1CCN(CC(O)COc2ccc(Cl)cc2)CC1 (centres undefined),-0.8,-2,3,82,-19,0.0,0,2,-6,-2,-1
Cc1ccc(NC(=O)Cn2cc([N+](=O)[O-])nc2C)cc1C,1.3,-15,-6,1,3,-0.7,-3,4,-2,-7,-3
O=C(CCCn1nnnc1CN1CCOCC1)N1CCC(c2ccc(F)cc2)C1 (centres undefined),1.0,-16,-6,-4,4,0.2,1,-21,0,-9,-11
CCC(c1nnnn1C(C)(C)CC)N(CCCO)Cc1cc2cccc(C)c2[nH]c1=O (centres undefined),-0.3,-10,-7,8,-1,1.2,-1,-9,/,-7,-5
CN1CC(=O)N(CC(=O)Nc2cc(Cl)cc(Cl)c2)C1=O,-0.7,4,-3,-14,-6,2.6,-2,-5,-2,-5,6
Cc1ccc(S(=O)(=O)NCC(NCc2ccc(F)cc2)c2ccccc2)cc1 (centres undefined),-0.5,-9,-6,/,-4,-0.2,-5,-22,-2,-6,-14
Cn1c2ccccc2c(=O)c2c(O)cccc21,1.1,8,-2,-25,21,-2.4,-2,-26,-4,0,2
Cc1cc(=O)[nH]c(SCC(=O)Nc2ccnc3ccccc23)n1,0.1,-9,-6,0,-1,0.4,5,/,-4,3,-5
Cc1ccc(NC(=O)C2CC(=O)N(Cc3ccccc3)C2)cc1S(=O)(=O)N1CCCCCC1 (centres undefined),-0.1,-1,-15,-15,-2,1.2,-2,9,-2,9,-16
CCOc1ccc(Nc2ccc3nonc3c2[N+](=O)[O-])cc1,0.1,1,-16,537,4,0.2,-8,-3,4,-1,-2
COCCNC(=O)CCc1c(C)nc2c(c(C)nn2-c2ccc(C)c(C)c2)c1C,1.6,-16,-12,-6,-7,2.1,0,15,-3,-7,-3
CCN1CCC(NC(=O)Nc2cccc(C(F)(F)F)c2)CC1,2.4,-3,-6,225,-6,-0.7,-5,8,2,-6,-3
CCCn1c(N)c(C(=O)CSc2nc(C)cs2)c(=O)[nH]c1=O,1.8,-15,2,-3,5,0.1,-3,-10,-2,-1,2
COc1ccc2c(c1OC)CCC2=O,1.1,-8,-6,303,4,-0.6,-6,4,-2,1,-3
COc1ccc(OCCCC(=O)ON=C(N)c2ccccc2C)cc1,-1.0,-9,-11,3,-1,1.0,-5,-26,-4,1,2
COC(=O)c1ccc(NC(=O)Nc2ccc([N+](=O)[O-])cc2)cc1,0.2,-3,-3,-1,43,-0.1,-5,0,-1,-3,2
O=C(CN1CCN(C(=O)c2c(F)cccc2F)CC1)Nc1ccccc1C(F)(F)F,-0.4,2,2,216,-3,0.3,0,-7,-2,1,-2
C=CCNC(=O)COC(=O)c1ccc(Cl)c(S(=O)(=O)N(Cc2ccccc2)c2ccccc2)c1,0.1,-4,-15,7,5,2.1,2,2,-5,-1,-18
COc1ccc2c3c([nH]c2c1)[C@H]1C[C@H]2[C@H](C[C@@H](O)[C@H](OC)[C@H]2C(=O)O)CN1CC3,-4.6,-8,0,-2,-26,3.1,2,6,/,-4,0
